From PubChem BioAssay
MIN6 prolif = induces beta-cell replication in MIN6 cells | MIN6 cells proliferation, ATPlite luminescence, 48 h; cells starved in 0.2% serum; 100% = growth in 10% serum | proliferation, % at 10 µM | hit rate 0.29% among 330,000 | AID 2380;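 active = compounds whose signal lies at least 3.5 SD above the mean of all wells on their plate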;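 also: 0% = DMSO-treated cells in low-serum medium and 100% = 10% serum control; some compounds called inactive have numbers as strong as hits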
mIAP block = mouse IAP inhibition. hit rate 0.2% among 330,000. purified mouse IAP, CDP-Star luminescence, 30 min. inhibition, % at 10 µM;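 active = inhibition of at least 40% at 10 µM in the primary screen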;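 also: plate controls were DMSO with enzyme for no effect and no enzyme wells for full effect; values of inactives mirror those of a sister screen read the other way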
hIAP inh = human IAP inhibition | P09923 | purified IAP, CDP-Star luminescence, 30 min | inhibition, % at 10 µM | hit rate 0.12% among 330,000;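 active = inhibition reaching a set limit with compound at 10 µM in the primary screen, cut at about 35% in these data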;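 also: plate controls were DMSO wells with enzyme for no effect and no-enzyme buffer wells for full effect; values of inactives mirror those of a sister screen read the other way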
APOBEC3G inh = blocks human APOBEC3G single-stranded DNA deamination; recombinant A3G, ssDNA deamination FAM/TAMRA fluorescence; inhibition, % at 20 µM; hit rate 0.28% among 330,000; AID 493012;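 active = inhibition of at least 40% at 20 µM, with no more than 30% in the related APOBEC3A deaminase screen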;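 also: plate controls were DMSO wells with A3G for no effect and wells lacking A3G enzyme for full effect; some compounds called inactive have numbers as strong as hits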
Target sequence (Q9HC16 whole entry, looked up): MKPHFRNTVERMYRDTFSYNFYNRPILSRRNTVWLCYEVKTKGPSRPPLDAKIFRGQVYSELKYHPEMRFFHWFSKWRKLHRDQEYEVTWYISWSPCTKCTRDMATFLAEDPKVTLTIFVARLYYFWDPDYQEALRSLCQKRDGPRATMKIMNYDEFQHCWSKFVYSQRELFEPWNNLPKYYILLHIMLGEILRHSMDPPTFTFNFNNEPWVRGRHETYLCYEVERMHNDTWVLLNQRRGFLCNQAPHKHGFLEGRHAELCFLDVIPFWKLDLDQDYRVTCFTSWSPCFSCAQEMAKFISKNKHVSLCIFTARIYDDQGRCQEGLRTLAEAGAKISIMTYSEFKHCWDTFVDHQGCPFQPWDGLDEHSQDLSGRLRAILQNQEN
APOBEC3A inh = human APOBEC3A DNA deaminase inhibition | hit rate 0.41% among 330,000 | recombinant A3A, FAM/TAMRA ssDNA deamination fluorescence | P31941 | inhibition, % at 20 µM | AID 493011;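 active = at least 40% inhibition at 20 µM here, with at most 30% in a related deaminase screen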;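 also: plate controls were A3A with DMSO for no effect and wells lacking A3A enzyme for full effect; some results filed as inactive read as strong as hits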
Target sequence (P31941 whole entry, looked up): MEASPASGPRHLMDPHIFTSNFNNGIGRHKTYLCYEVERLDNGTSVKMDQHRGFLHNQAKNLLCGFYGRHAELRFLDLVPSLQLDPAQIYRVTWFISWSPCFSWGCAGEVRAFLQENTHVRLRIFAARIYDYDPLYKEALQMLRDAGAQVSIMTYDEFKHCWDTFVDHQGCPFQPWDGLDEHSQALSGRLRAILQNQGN
hIAP act = increases human intestinal alkaline phosphatase activity. P09923. activation factor at 10 µM. hit rate 0.16% among 330,000. AID 2524. purified human IAP, CDP-Star luminescence, 30 min; active compounds read high; 1 = vehicle-only enzyme, 0 = enzyme-free background;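 active = activation factor of the enzyme at least 2-fold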; also: the source names both 10 and 20 µM as test concentration; values of inactives mirror those of a sister screen read the other way
NLRP3 yeast inh = blocks the NALP3 inflammasome reconstituted in yeast; Yeast reconstituted NLRP3/ASC/caspase-1, beta-gal luminescence, 24 h; inhibition, % at 10 µM; hit rate 0.39% among 330,000; AID 2825;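 active = inhibition of 50% or more; inactive = inhibition below 50%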;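 also: plate controls were induced DMSO wells for no effect and uninduced yeast grown without galactose for full effect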
mIAP activ = increases mouse intestinal alkaline phosphatase activity. activation factor at 10 µM. hit rate 0.24% among 330,000. muIAP, CDP-Star luminescence, 30 min; active compounds read high; 1 = vehicle-only enzyme signal, 0 = enzyme-free wells;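 active = activation factor of at least 2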; also: the source names both 10 and 20 µM as test concentration; values of inactives mirror those of a sister screen read the other way
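Assay system: mouse IAP enzyme / Compound: DMSO-dissolved test compounds / Timing: 30 min, room temperature / Measured by: luminescence from enzymatic CDP-Star hydrolysis / Control set: DMSO-only wells, enzyme-free buffer wells as negative control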
SENP1 FRET inh = SENP1 (human) catalytic domain inhibition; inhibition, % at 10 µM; Q9P0U3; recombinant SENP1 catalytic domain, CyPet-SUMO1-YPet FRET cleavage; hit rate 0.21% among 360,000; AID 624204;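 active = inhibition at least 30% at 10 µM, raw YFP signal under a set limit, fluorescence ratio 0.5 to 1.5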;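 also: 0% = enzyme with DMSO and 100% = no enzyme wells; some results filed as inactive read as strong as hits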
Target sequence (Q9P0U3 419-644 limits assumed): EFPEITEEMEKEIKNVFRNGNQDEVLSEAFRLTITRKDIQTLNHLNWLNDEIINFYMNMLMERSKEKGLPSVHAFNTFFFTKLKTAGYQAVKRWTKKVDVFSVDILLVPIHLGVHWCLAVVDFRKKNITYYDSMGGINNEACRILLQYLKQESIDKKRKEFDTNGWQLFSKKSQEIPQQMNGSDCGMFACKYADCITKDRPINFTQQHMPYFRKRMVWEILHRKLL
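system = hSENP1 catalytic domain, recombinant | reagent = SFCypet-SUMO1-SFYpet substrate at 25 nM | doses = one dose per compound, 10 µM, 0.5% DMSO | incubation = enzyme reaction for 50 min at room temperature, dark | measured by = FRET, CFP and YFP emission | controls = no-enzyme low, enzyme-DMSO high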
* hit, by the source's call; x = no result given. A portion of the library (hit frequency here may not be typical).

canonical_smiles,MIN6 prolif,mIAP block,hIAP inh,APOBEC3G inh,APOBEC3A inh,hIAP act,NLRP3 yeast inh,mIAP activ,SENP1 FRET inh
c1cc(CNCCc2ccc3c(c2)OCO3)ccn1,-2,7,10,-8,-8,0.9,14,0.93,1
COc1ccc(CC(=O)N2CCN(C)CC2)cc1OC,-3,-4,-8,6,18,1.1,7,1,0
Cc1cc(C(=O)OCC(=O)Nc2ccccc2F)c(C)n1C1CC1,1,5,6,-8,-4,0.94,41,0.95,-4
Cc1cc(NC(=O)CCl)nn1C,-5,-12,-20,-8,-1,1.2,3,1.1,1
CSc1ccc(CN2CCN(C(=O)COc3cccc(C)c3)CC2)cc1,-3,-8,-10,-8,-10,1.1,9,1.1,2
CN(C)c1ccc(/C=C/C=C/c2sc3ccccc3[n+]2C)cc1,-6,-6,1,-6,0,0.99,7,1.1,22
CC(=O)NC(Cc1ccc(N(CCCl)CCCl)cc1)C(=O)O (centres undefined),-1,-2,7,0,1,0.93,6,1,-2
O=C1Nc2ccccc2C(c2ccccc2)=NC1O (centres undefined),-1,4,8,-3,1,0.92,-6,0.96,1
COc1ccc(NP(=O)(Oc2ccccc2OC)Oc2ccccc2OC)cc1,1,10,-12,-6,-3,1.1,13,0.9,-1
CC1(C)C2([N+](=O)[O-])CN3CN(C2)CC1([N+](=O)[O-])C3,-3,-3,3,-9,-4,0.97,28,1,-1
CCCNC(=O)N1[C@H]2CC[C@@H]1C(C(=O)OC)=C(c1ccc(OC)c(OC)c1)C2,-1,-2,-6,-2,3,1.1,10,1,1
COC(=O)C1=C(c2ccc(C(C)=O)cc2)C[C@@H]2CC[C@H]1N2C(=O)NCc1ccc(F)cc1,3,0,5,-10,-3,0.95,8,1,4
CC(C)(C)NS(=O)(=O)c1ccc(OCC(=O)N2CCN(Cc3ccccc3)CC2)cc1,-3,0,5,-3,5,0.95,-5,1,5
N#C/C(=C(/O)c1ccc(S(=O)(=O)N(CCCl)CCCl)cc1)c1nc2ccccc2[nH]1,-2,6,-51,-3,2,1.5,-2,0.94,-9
COC(=O)COc1ccc(/C=C2\C(=O)NC(=S)N(c3ccc(C)cc3)C2=O)cc1OC,-3,11,-10,2,-3,1.1,0,0.89,-6
CCOC(=O)C(O)(c1ccc(N(C)C(=O)c2ccc(Cl)c(Cl)c2)cc1)C(F)(F)F (centres undefined),0,10,-17,-12,3,1.2,11,0.9,0
CN1CCN(c2nc([N+](=O)[O-])nn2C)CC1,0,-3,9,1,4,0.91,14,1,3
CN1CCN(c2c[nH]c(=O)[nH]c2=O)CC1,-2,0,25,-4,-4,0.75,17,1,-1
COC(=O)CNC(=O)c1cn(CCC#N)nc1-c1ccc(F)cc1,4,-16,-3,27,-8,1,-1,1.2,1
O=[N+]([O-])[N-][n+]1cnn(Cc2ccccc2)c1,2,-5,0,-6,0,1,12,1,1

2 entries drawn at random from those above, as already listed:
canonical_smiles,MIN6 prolif,mIAP block,hIAP inh,APOBEC3G inh,APOBEC3A inh,hIAP act,NLRP3 yeast inh,mIAP activ,SENP1 FRET inh
COc1ccc(CC(=O)N2CCN(C)CC2)cc1OC,-3,-4,-8,6,18,1.1,7,1,0
COC(=O)COc1ccc(/C=C2\C(=O)NC(=S)N(c3ccc(C)cc3)C2=O)cc1OC,-3,11,-10,2,-3,1.1,0,0.89,-6

The list continues:
canonical_smiles,MIN6 prolif,mIAP block,hIAP inh,APOBEC3G inh,APOBEC3A inh,hIAP act,NLRP3 yeast inh,mIAP activ,SENP1 FRET inh
COc1ccc(NP(=O)(Oc2ccc(Cl)cc2)Oc2ccc(Cl)cc2)cc1OC,-3,2,-13,-9,-1,1.1,7,0.98,-2
CCCCn1c(O)c(C(CC)=NC(C)c2ccccc2)c(=O)[nH]c1=O (centres undefined),1,4,-9,-3,5,1.1,-5,0.96,1
NC(=O)c1ccc(N=Nc2c(O)[nH]c(=O)[nH]c2=O)cc1,-2,14,-15,-3,0,1.2,-4,0.86,x
OC(c1ccccc1)(c1ccccc1)c1ccncc1,-1,8,12,-5,-5,0.88,-17,0.92,0
Cc1cc(C)cc(-n2c(C)cc(/C=C3\C(=O)NC(=O)N(C)C3=O)c2C)c1,0,13,7,-5,0,0.93,-4,0.87,-9
CC1=CC(=O)OC2CC3OC4C[C@@H](C)C5OC6CC7O[C@]8(C)C/C=C\C9OC%10CC%11OC(CC(C)CO)CC(O)[C@]%11(C)OC%10CC9OC8C[C@]7(C)O[C@]6(C)CCC5OC4C[C@]3(C)OC12 (some centres undefined),-6,0,12,-6,-2,0.88,18,0.99,1
CC(C)c1ccc(N2C(=O)NC(=O)/C(=C\c3cnc(-c4ccccc4)nc3)C2=O)cc1,-2,8,6,-2,11,0.94,13,0.92,-1
Cc1cc(/C=C2\C(=O)NC(=O)N(Cc3ccccc3)C2=O)c(C)n1C1CC1,2,4,5,0,1,0.95,5,0.96,-12
COc1ccc(CCNC2CCCCC2)cc1,-1,16,-18,-10,-1,1.2,5,0.84,5
CCC[N+]12CCC(CC1)C(C(O)(c1ccccc1)c1ccccc1)C2 (centres undefined),-2,-13,-8,-6,-2,1.1,14,1.1,2
COC(=O)C1=C(c2cccc(OC)c2OC)C[C@@H]2CC[C@H]1N2C(=O)NCCCOC(C)C,0,-1,11,-5,1,0.89,11,1,3
ClC1=CCC2CN(CCN3CCCCC3)CC2C1 (centres undefined),4,2,6,-2,1,0.94,7,0.97,-1
COCCNC(=O)c1c(N)n(Cc2ccco2)c2nc3ccccc3nc12,-3,15,-3,0,4,1,0,0.85,-21
O=[N+]([O-])c1cc(F)c(N2CCCCC2)cc1Br,6,5,17,-1,4,0.83,43,0.95,2
COc1ccccc1N1C(=O)NC(=O)/C(=C/c2ccc3c(c2)Cc2ccccc2-3)C1=O,-2,10,10,-6,-4,0.9,26,0.9,1
O=C(O)c1sc2cc(Cl)ccc2c1Cl,-4,-6,-2,-5,-3,1,9,1.1,x
COC(=O)C(O)(c1ccc(N(C)C)cc1)C(F)(F)F (centres undefined),3,-13,-10,-15,-8,1.1,20,1.1,3
C[C@]12C=CC(=O)C=C1CC[C@@H]1C2CC[C@]2(C)OC(=O)CCC12 (some centres undefined),0,2,-1,-6,-1,1,4,0.98,-2
C#CCOC(=O)C1=CCCN(C)C1,-7,-4,-11,-8,0,1.1,26,1,1
Cn1c(O)c(/C=C2/C=CC=N2)c(=O)[nH]c1=O,-6,8,10,-2,-4,0.9,3,0.92,-4
CN1CCN(Cc2ccccc2C(F)(F)F)CC1,-1,-3,11,-2,-2,0.89,13,1,1
N#CC(C#N)=C(C#N)c1ccc(Nc2ccccc2)cc1,-3,13,0,-5,-1,1,8,0.87,-1
COc1ccc(CCNC2CCCCCC2)cc1,-3,-2,-19,-4,-6,1.2,10,1,-4
CC(NC1=NCCS1)c1ccccc1 (centres undefined),-5,2,-12,-3,2,1.1,20,0.98,2
CCCCCCNC(=O)N[C@@H](Cc1ccc(O)cc1)C(=O)NCCC[C@H]1CN2C(=NC[C@H]2C)N1CC1CCC1,2,-37,-3,-14,-2,1,5,1.4,x
COc1ccc(C(CN(C)C)C2(O)CCCCC2)cc1 (centres undefined),7,-14,0,-5,-2,1,0,1.1,-1
Cn1c(O)c(/C=N/c2ncccn2)c(=O)n(C)c1=O,1,2,15,-6,-2,0.85,-9,0.98,2
COc1ccc(C2SCC(=O)Nc3c2c(C)nn3C2CCOC(C)(C)C2)cc1OC (centres undefined),-2,-2,-41,-6,1,1.4,12,1,4
COc1cc2c(c(OC)c1OC)-c1ccc(O)c(=O)cc1C(NC(C)=O)CC2 (centres undefined),-5,7,-29,-6,-5,1.3,15,0.93,-4
Oc1cc2c(cc1CN1CCN(c3ccc(F)cc3)CC1)OCO2,-1,2,2,-13,-2,0.98,27,0.98,2
CCCCn1c(O)c(C=NC2CC3CCC2(C)C3(C)C)c(=O)[nH]c1=O (centres undefined),-4,15,23,-1,0,0.77,4,0.85,0
C=CCC1(CN2CCCC2=O)C(=O)NC(=O)NC1=O,-2,4,-4,-4,-2,1,2,0.96,0
COC(=O)C1=C(c2cccc(OCc3ccccc3)c2)C[C@@H]2CC[C@H]1N2C(=O)NCc1ccc(N(C)C)cc1,-7,-16,0,-5,-3,0.99,19,1.2,1
C[C@]12CC[C@@H](O)CC1=CCC1C2CC[C@]2(C)C(=O)[C@H](F)CC12 (some centres undefined),-5,4,12,1,3,0.88,50,0.96,2
CCCn1c(C)cc(C=O)c1C,0,0,-4,-4,0,1,3,1,1
NC(=O)CN1C2CCC1CC(NC(=O)C1CC1)C2 (centres undefined),-2,-4,9,-2,-2,0.91,-9,1,-1
COc1ccccc1CCNC(=O)CCC(=O)N1CC2C[C@@H](C1)Cn1c2cccc1=O,3,12,17,-5,-1,0.83,18,0.88,0
COC(=O)C(O)(c1ccc(NC(=S)NC(=O)c2ccc(Cl)cc2Cl)cc1)C(F)(F)F (centres undefined),0,26,-2,-12,-4,1,1,0.74,0
O=[N+]([O-])c1ccc(N2CCCCC2)c2ncccc12,-1,8,14,-6,-1,0.86,40,0.92,-20
Cc1ccc2[nH]c3c(c2c1)CN(C(=O)CN1C[C@H]2C[C@@H](C1)c1cccc(=O)n1C2)CC3,-3,1,14,-9,0,0.86,13,0.99,-20
CCCCn1c(O)c(C(C)=NC(C)c2ccccc2)c(=O)[nH]c1=O (centres undefined),-2,5,-3,-1,0,1,-5,0.95,-1
Cc1cc(C)nc(NC2=NCCS2)n1,-2,0,1,-4,-5,0.99,25,1,3
CCN1CC2C3CCC(C)(O3)C2C1 (centres undefined),4,-7,16,4,2,0.83,32,1.1,0
Cn1c(O)c(/C=C2\C=c3ccccc3=NC2=O)c(=O)n(C)c1=O,0,4,6,-6,-1,0.94,6,0.96,-8
O=c1[nH]c(=S)n(C2CC2)c(O)c1C=NCc1cccnc1,1,3,6,-8,-6,0.94,32,0.97,x
COC(=O)C1=C(c2cc3ccccc3o2)C[C@@H]2CC[C@H]1N2C(=O)NCc1ccc(C(F)(F)F)cc1,-8,-7,3,-8,-6,0.97,14,1.1,1
COC(=O)C1=C(c2ccccc2OCc2ccccc2)C[C@@H]2CC[C@H]1N2C(=O)NCc1cccc(F)c1,-7,-39,-16,-9,-7,1.2,-8,1.4,1
CCCNC1=C(C)C(=O)C2=C(C1=O)C(COC(N)=O)[C@]1(OC)C3NC3CN21 (some centres undefined),-6,10,0,-2,5,1,19,0.9,-2
O=C1NC(=O)C(=Cc2ccc(N3CCOCC3)o2)C(=O)N1,0,17,32,-6,-2,0.68,36,0.83,2
COC(=O)C1=C(c2ccc(F)cc2F)C[C@@H]2CC[C@H]1N2C(=O)N1CCC(C)CC1,-4,-1,-4,-5,3,1,21,1,1
Cc1ccsc1C(=O)C1CCCN(Cc2cccc(OCCO)c2)C1 (centres undefined),2,13,11,-11,-4,0.89,13,0.87,1
